Compound activity: PubChem, several laboratories
m5-HT2A agonist: agonists of mouse serotonin 5-HT2A receptor (HTR2A). P35363. CHO-K1 mHTR2A beta-arrestin complementation, luminescence; percent of 30 µM serotonin response. activation, % at 7.6 µM. 0.66% of 360,000 active. AID 624169;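 active means activation above a run cutoff, the mean activation of all tested compounds plus 3 SD, cut at about 14% in these data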;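 further: 0% = plate median of compound wells and 100% = 30 µM serotonin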
Vif imaging: inhibitors of HIV Vif; HEK293T cells, Vif self-association by quenched fluorescence, imaging, 24 h; inhibition, % at 7.49 µM; 0.35% of 340,000 active; in the data active means inhibition above about 50%, passing the limit was not always enough; further: some results filed as inactive read as strong as hits
CaV13 FRET inh: Primary screen for inhibitors of IQ motif and Ca2+-dependent inactivation inhibitor domain binding in CACNA1D, Förster resonance energy transfer in living cells, …. HEK cells, CFP/YFP FRET ICDI-IQ, plate reader, 10 min; percent FRET-ratio fall versus neutral wells. inhibition, % at 12.3 µM. 0.098% of 340,000 active;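 active means mean replicate inhibition of at least 30% and at least 1% of replicates passing that level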;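 further: 0% = median of the neutral control wells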
aDG glyco up: increases alpha dystroglycan glycosylation; 0.22% of 360,000 active; Pro5-aDG cells, alpha-DG glycosylation AlphaScreen (IIH6); 0% Pro5, 100% B10-LARGE cell signal; activation, % at 10 µM;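 active means activation of at least 8% versus controls, or a plate z-score of at least 8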;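 further: Pro5 are CHO cells carrying HIG-tagged alpha-DG that lacks glycosylation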
iPSC survival up: enhancers of human iPSC single-cell survival | hiPSC single-cell survival, ATPlite luminescence; 100% = ROCK inhibitor wells, 0% = DMSO | survival enhancement, % at 20 µM | 0.044% of 360,000 active | AID 602274; in the data active means survival enhancement above about 18%;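 further: cells exposed to compounds for 16 hours before the ATP read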
H9c2 protect: modulators protecting cardiomyocytes from myocardial damage; H9c2 cardiomyocytes, H2O2 injury protection, ATPLite, 2 h; protection from H2O2 cell death, % at 20 µM; 0.63% of 360,000 active; AID 588492;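 active means compounds giving at least 50% protection of heart cells from peroxide-induced death in the single-dose screen, raw or plate-pattern-corrected value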;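 further: 0% = DMSO wells with peroxide and 100% = DMSO wells without peroxide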
PDI turbidity: blocks human protein disulfide isomerase activity. P07237. PDI insulin aggregation turbidity, A650, 90 min. inhibition, % at 10 µM. 0.052% of 350,000 active;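 active means mean inhibition across replicates of 30% or more, whatever share of single replicates reach that level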;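 further: absorbance from insulin aggregation driven by PDI reduction with DTT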
Granule exo inh: lytic granule exocytosis inhibition | TALL-104 LAMP-1 surface exposure, flow cytometry; cells stimulated with thapsigargin and PMA | inhibition, % at 10 µM | 0.66% of 360,000 active;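 active means inhibition above about 55%, limit read from the data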
ABCB6 inh MLPCN: human ABCB6 transporter inhibition; Q9NP58; K562-ABCB6 porphyrin accumulation, flow cytometry, 1 h; stronger effect = lower value; fluorescence ratio to DMSO, % at 10 µM; 0.19% of 360,000 active; AID 602162;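 active means fluorescence ratio to DMSO below 75%, the collection mean minus 3 SD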;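 further: signal is porphyrin accumulated inside mitochondria; 100% equals median channel fluorescence of DMSO control wells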
Target sequence (Q9NP58 whole entry, looked up): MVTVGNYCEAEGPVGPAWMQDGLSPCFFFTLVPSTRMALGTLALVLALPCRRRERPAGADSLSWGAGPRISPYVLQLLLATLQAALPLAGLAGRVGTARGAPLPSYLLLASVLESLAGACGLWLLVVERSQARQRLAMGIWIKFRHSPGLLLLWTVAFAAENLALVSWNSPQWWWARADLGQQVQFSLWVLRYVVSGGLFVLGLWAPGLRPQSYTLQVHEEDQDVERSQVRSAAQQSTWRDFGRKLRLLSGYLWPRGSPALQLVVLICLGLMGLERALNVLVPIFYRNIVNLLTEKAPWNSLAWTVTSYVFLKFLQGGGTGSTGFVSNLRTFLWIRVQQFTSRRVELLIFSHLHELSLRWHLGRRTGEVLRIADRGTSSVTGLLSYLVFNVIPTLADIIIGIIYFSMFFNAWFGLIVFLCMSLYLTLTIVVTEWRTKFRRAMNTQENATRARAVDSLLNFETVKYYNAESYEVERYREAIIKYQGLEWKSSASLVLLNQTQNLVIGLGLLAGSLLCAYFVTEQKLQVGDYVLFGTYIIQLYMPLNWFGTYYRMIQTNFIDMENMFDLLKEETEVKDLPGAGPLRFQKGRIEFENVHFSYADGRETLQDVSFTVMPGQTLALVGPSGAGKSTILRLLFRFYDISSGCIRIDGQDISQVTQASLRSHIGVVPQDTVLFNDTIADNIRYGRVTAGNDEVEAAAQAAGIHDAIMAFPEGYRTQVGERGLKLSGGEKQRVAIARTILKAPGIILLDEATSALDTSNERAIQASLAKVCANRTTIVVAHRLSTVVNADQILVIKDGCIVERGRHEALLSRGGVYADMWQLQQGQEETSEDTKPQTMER
N-glyco inh: blocks N-linked glycosylation in D54 reporter cells; D54 ERlucT glycosylation luciferase reporter, 24 h; percent of 100 nM tunicamycin response; reporter increase, % at 12.5 µM; 0.23% of 360,000 active; AID 588692;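 active means mean luciferase reporter signal, scaled so untreated is 0 and the glycosylation-blocking control 100, at or above a set limit in every replicate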;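 further: luciferase carries N-glycosylation sites so blocking glycosylation raises the light; 0% = median of neutral control wells and 100% = median of 100 nM tunicamycin wells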
Active calls of the source: *; x = no result given.

SMILES	m5-HT2A agonist	Vif imaging	CaV13 FRET inh	aDG glyco up	iPSC survival up	H9c2 protect	PDI turbidity	Granule exo inh	ABCB6 inh MLPCN	N-glyco inh
N/C(=N\OC(=O)c1cccnc1)c1ccc(Cl)cc1Cl	-3	1	-6	0.1	-0.1	1	-21	8	90	6
Cc1[nH]n(-c2ccccc2)c(=O)c1C(C[N+](=O)[O-])c1ccc(Cl)cc1 (stereo not given)	-2	-7	-3	1.5	4.6	-7	2	3	102	0
O=C(NCCc1ccccc1)c1ccc(S(=O)(=O)N2CCCC2)cc1	-5	-18	-16	0.2	-2.8	0	2	1	101	-1
Cn1nc(C(=O)Nc2nc(-c3ccccn3)cs2)c2ccccc2c1=O	-1	16	-6	0.5	0.9	55*	-2	-3	99	3
CC(C(=O)N1CCc2ccccc2C1)N(c1ccccc1)S(C)(=O)=O (stereo not given)	1	28	-2	0.0	0.8	9	3	-8	98	3
CCc1c(C)c(C#N)c2nc3ccccc3n2c1NCC1CCCO1 (stereo not given)	-2	-9	-5	0.1	0.8	4	2	-2	94	0
Cc1ccccc1-n1ncc(C(C)NS(=O)(=O)c2sccc2C)c1C (stereo not given)	15*	-3	-12	0.1	-0.5	0	5	4	104	-3
COc1ccc(NC(=O)CN(C)S(=O)(=O)c2cnc[nH]2)cc1	-5	-4	-3	-0.4	-0.3	4	7	-6	105	2
Cc1ccc(C(=O)Nc2nnc(S(=O)(=O)N3CCOCC3)s2)cc1	7	6	-6	0.1	0.5	-4	x	7	99	-1
O=C(NCCc1ccccc1)c1cccc(NC(=O)C2CCCCC2)c1	3	x	-7	-0.2	0.2	2	2	-2	97	-1
CN(C)c1ccc(CNC(=O)c2cc(S(=O)(=O)N3CCOCC3)cn2C)cc1	-3	-2	-4	-0.4	-2.1	2	x	-3	98	0
COc1ccc(NC(=O)CN(C)C(=O)c2cc3c(s2)CCCCC3)cc1	-2	-2	-7	0.0	0.0	-7	-1	0	94	-1
CCOC(=O)c1c(NC(=O)c2ccco2)sc2c1CCCC2	6	2	-3	0.3	-1.0	-4	3	3	92	0
CCOC(=O)[C@]12CCC=C1N(Cc1ccc3c(c1)OCO3)C(=O)[C@H](CC(=O)N1CCOCC1)C2	-4	x	-8	0.2	0.2	x	x	-5	97	x
COC(=O)c1ccccc1NC(=O)CSc1n[nH]c(C)n1	2	-19	x	-0.1	-4.5	4	-1	0	102	-1
CCN(CC(=O)Nc1c(F)cccc1F)C(=O)c1cc2c(cc1Cl)N1CCCCCC1=NS2(=O)=O	1	4	-3	-0.4	0.0	4	-7	3	95	0
CC(=O)c1cccc(NC(=O)CN2C(=O)NC(C)(C)C2=O)c1	-5	1	-6	-0.1	-0.5	15	10	0	99	2
CCC(CC)C(=O)NCc1ccccc1Cl	2	13	x	0.2	2.6	-4	7	-1	94	0
COc1ccc(NC(=O)C(C)N2C(=O)c3ccccc3C2=O)c(OC)c1 (stereo not given)	4	18	-5	-0.1	-0.1	-2	3	-8	89	1
N#Cc1cccc(NC(=O)COC(=O)CCc2ccc(S(=O)(=O)N3CCOCC3)cc2)c1	2	-4	-4	0.1	0.5	6	-4	-1	99	0
O=C(N/N=C/c1ccc(O)cc1)c1ccc(NC(=O)c2ccccc2Br)cc1	1	6	-5	0.2	-0.7	14	-12	0	100	-1
C[C@H](CO)N1C[C@H](C)[C@@H](CN(C)C(=O)Nc2ccc(C(F)(F)F)cc2)Oc2ccc(NS(=O)(=O)c3ccccc3)cc2C1=O	4	0	-6	-0.1	2.8	-3	0	4	104	4
CCOC(=O)c1nsnc1NCCSC(=N)N	2	6	-19	-0.3	-2.5	1	8	-1	97	1
Cc1ccc(S(=O)(=O)N2CCN(C(=O)COC(=O)c3c(C)noc3C)CC2)c(C)c1	7	4	-7	-0.1	0.1	7	-4	0	89	-1
O=C(NCc1nc2ccccc2[nH]1)C1=C[C@@H](c2ccccc2)C[C@@H](OCCCCO)O1	11	1	-11	0.1	3.5	2	4	7	95	3

Part of the list above, set out differently.
canonical_smiles | m5-HT2A agonist | Vif imaging | CaV13 FRET inh | aDG glyco up | iPSC survival up | H9c2 protect | PDI turbidity | Granule exo inh | ABCB6 inh MLPCN | N-glyco inh
N/C(=N\OC(=O)c1cccnc1)c1ccc(Cl)cc1Cl | -3 | 1 | -6 | 0.1 | -0.1 | 1 | -21 | 8 | 90 | 6
Cc1[nH]n(-c2ccccc2)c(=O)c1C(C[N+](=O)[O-])c1ccc(Cl)cc1 (stereo not given) | -2 | -7 | -3 | 1.5 | 4.6 | -7 | 2 | 3 | 102 | 0
O=C(NCCc1ccccc1)c1ccc(S(=O)(=O)N2CCCC2)cc1 | -5 | -18 | -16 | 0.2 | -2.8 | 0 | 2 | 1 | 101 | -1
Cn1nc(C(=O)Nc2nc(-c3ccccn3)cs2)c2ccccc2c1=O | -1 | 16 | -6 | 0.5 | 0.9 | 55* | -2 | -3 | 99 | 3

Remaining list, next part.
SMILES	m5-HT2A agonist	Vif imaging	CaV13 FRET inh	aDG glyco up	iPSC survival up	H9c2 protect	PDI turbidity	Granule exo inh	ABCB6 inh MLPCN	N-glyco inh
O=C(OCc1ccc(COC(=O)c2ccccn2)cc1)c1ccccn1	2	10	-5	0.0	0.2	-7	9	1	103	0
CC(=O)N1CCc2cc(S(=O)(=O)NCCCOC(C)C)ccc21	0	9	-5	0.7	-0.6	-6	-13	-4	93	-1
Cc1cc(C)c(NC(=O)C(=O)NCc2ccco2)c(C)c1	-4	8	x	-0.1	1.7	-2	0	2	102	0
CCOc1ccccc1NC(=O)C1COc2ccccc2O1 (stereo not given)	1	-2	-5	0.0	-0.3	-1	3	8	103	-1
C/C(CC(=O)Nc1cccnc1)=N\NC(=O)C(=O)NC(C)C	3	7	-3	0.1	-0.2	0	-1	-2	97	1
CC(C)(CNC(=O)c1cc(Cl)c(O)c(Cl)c1)N1CCCCC1	-7	-11	-3	0.6	-0.4	-1	-2	-12	103	1
CSc1cccc(NC(=O)CCc2ccccc2)c1	-3	2	9	0.2	-2.2	-3	-3	8	96	-2
Cc1ccccc1NC(=O)Cc1nc(COC(=O)c2cccc(O)c2)cs1	7	9	-6	0.1	-0.3	-8	4	-4	96	0
O=C(CCc1ccccc1)Nc1ccc(NC(=O)C2CC2)nc1	-4	11	-5	1.0	3.0	22	-5	1	101	0
CCc1noc(C)c1C(=O)N1CCN(S(=O)(=O)c2ccc(C(C)=O)cc2)CC1	1	16	-7	0.0	0.7	4	-3	-2	96	1
CCc1ccc(NC(=S)NCc2ccccc2)cc1	0	6	-7	0.0	-0.5	2	-1	-1	97	1
CCOc1ccccc1N1CC(C(=O)Nc2cc(Cl)ccc2C)CC1=O (stereo not given)	2	16	-3	0.3	-0.7	-1	-14	10	98	1
Cc1nc2cc(C(=O)OCC(=O)Nc3ccc(C#N)cc3)ccc2n1-c1ccccc1	0	0	-18	0.1	-0.4	-2	0	3	103	1
COc1cc2c(cc1OC)CN(C1CCC(C(C)(C)C)CC1)CC2 (stereo not given)	-3	12	-3	0.1	-0.5	-8	19	46	93	-2
CCC(C)(C)C1CCC2(CC1)NC(CO)(CO)CO2 (stereo not given)	10	13	x	-0.1	-1.8	0	-7	-5	98	1
CCCOc1ccccc1NC(=O)c1ccc([N+](=O)[O-])cc1	2	-2	-3	-0.1	2.9	4	3	0	99	1
O=[N+]([O-])c1ccc2c(c1Nc1ccccc1Cl)=NC1(CCCCC1)N=2	1	-1	-5	0.9	0.6	-11	5	4	95	0
CC(=O)NCCC(=O)Nc1nc(-c2ccc3c(c2)OCCO3)cs1	3	1	-5	0.1	-0.5	3	1	-9	97	4
O=C(CCC1CCN(C(=O)c2cc(C(F)(F)F)ccc2Cl)CC1)NC1CC1	-2	13	-2	0.3	0.9	4	-4	-2	95	2
Fc1ccccc1NC(=S)Nc1cccnc1	1	-3	-2	0.4	1.9	0	2	0	100	-1
O=C(NCc1ccccn1)c1nc(Cn2ccc([N+](=O)[O-])n2)no1	2	43	-7	-0.1	-0.3	3	5	4	97	0
CN1CCN(C(=S)NC(=O)c2cccc(S(=O)(=O)N(C)C)c2)CC1	6	-4	-3	0.9	0.0	3	-2	1	100	-1
CN(CC(=O)N1CCCCC1)S(=O)(=O)c1cccc2nsnc12	-9	3	-3	-0.1	-0.4	4	-2	3	98	1
CCOc1ncccc1C(=O)OCc1ccc(C(=O)OC)cc1	4	0	-4	0.2	4.2	5	-17	17	104	5
COc1ccc(CCC(=O)NCCS(=O)(=O)N2CCN(c3ccc(F)cc3)CC2)cc1	-2	-3	-2	0.0	-0.3	4	11	3	96	-2

(continued)
SMILES	m5-HT2A agonist	Vif imaging	CaV13 FRET inh	aDG glyco up	iPSC survival up	H9c2 protect	PDI turbidity	Granule exo inh	ABCB6 inh MLPCN	N-glyco inh
COc1ccc(-c2nnc3sc(C4CCCCC4)nn23)cc1OC	2	-12	-8	0.1	1.2	3	-6	-2	100	-1
CNC(=S)N1N=C(c2ccc(Br)cc2)CC1c1ccc(OC)cc1 (stereo not given)	-2	-5	-2	0.0	3.7	-4	5	5	90	-1
CC1(C(=O)NS(=O)(=O)C2CC2)CCN(C(=O)c2c(F)cccc2F)C1 (stereo not given)	7	-1	-4	0.1	1.1	-1	-4	5	99	0
Nc1cc(=O)[nH]c(SCC(=O)Nc2cc(S(=O)(=O)N3CCCCCC3)ccc2Cl)n1	3	6	-9	0.1	2.3	-9	-6	-12	96	1
CC(NC(=O)OC(C)(C)C)C(=O)NC(CCC(=O)OCc1ccccc1)C(N)=O (stereo not given)	6	-5	-4	0.4	-1.1	-1	-10	1	114	3
Cc1ccc(C(=O)COC(=O)c2cc(Cl)nc3ccccc23)cc1	2	-4	x	-0.1	6.9	-6	6	-2	94	1
NS(=O)(=O)c1ccc(NC(=O)NC2CCCCC2)cc1	2	-1	-2	0.1	-0.5	4	2	-5	100	-1
Cc1cc(C)cc(NC(=S)NCc2ccc3[nH]c4c(c3c2)CCCC4)c1	-2	-9	-7	0.0	-1.4	-32	-43	4	98	-13
COc1ccccc1N1CCN(C2CCCN(C(=O)c3ccsc3)C2)CC1 (stereo not given)	-11	9	-2	0.1	-0.4	2	-4	2	99	1
CCOC(=O)c1c(-c2ccccc2)csc1NC(=O)c1cccc(N2C(=O)CCC2=O)c1	4	-14	-5	-0.2	1.4	7	3	86*	94	-1
O=C(Nc1nc2c(Cl)cccc2s1)c1ccc(Br)o1	1	-11	-9	-0.1	1.3	-1	-3	5	100	1
Cc1cccnc1	-1	-1	x	0.0	0.1	-1	x	0	101	0
CC/C(=N\NC(=O)c1c(C)nc2ccccn12)c1ccccc1	0	4	-20	0.0	1.0	2	-9	-4	96	2
COC(=O)[C@H](CC(C)C)NC(=O)Cn1cnc(C(=O)Nc2ccc(C)c(C)c2)n1	7	x	-3	-0.1	-1.5	-16	-3	-4	104	1
COc1ccccc1C(=O)Nc1c2c(nn1-c1ccc([N+](=O)[O-])cc1)CS(=O)(=O)C2	10	-3	-7	2.0	-0.2	0	-1	-7	99	2
CC(=O)N1N=C(c2ccccc2)OC1(C)CC(=O)Nc1ccccc1 (stereo not given)	-1	2	-18	-0.3	-1.6	8	7	5	99	2
O=C(Nc1ccc(F)cc1)C(Cc1ccccc1)n1cccc1 (stereo not given)	-6	-6	-17	0.0	1.0	0	-4	8	105	-3
CC(=O)Nc1nnc(SCC(=O)NCC2CCCO2)s1 (stereo not given)	6	-5	x	0.3	0.3	-1	5	-1	95	2
C[C@@H]1CCCCO[C@H](CN(C)C(=O)c2ccccc2)[C@@H](C)CN([C@H](C)CO)C(=O)c2cc(NC(=O)c3ccncc3)ccc2O1	4	0	-3	0.2	1.7	3	-5	8	97	1

The order is random; 3.1% or so of the library scored in one or more.
